Screens deposited in PubChem by National Center for Advancing Translational Sciences (NCATS).
PTHR1 ag = agonists of human PTHR1 parathyroid hormone receptor. 0.075% of 410,000 active. Q03431. HEK293 GP2 PTHR1 cells, GloSensor cAMP luminescence, 1 h. AID 743266. Potency, µM (titrated, usually from 115 µM), inactives show at the top dose activation, usual class: activators; further: potency means the concentration at half of the fitted maximal effect; nearly all actives have a fitted effect of over 55% in size; some results filed as inactive show a strong effect at the top dose; inactives centre near -15; many of its hits are not listed in these tables
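HEK-293-derived GP2 cells expressing PTHR1 and a GloSensor cAMP reporter, 3,000/well, plated overnight, given luciferin plus IBMX (each 0.5 mM as added) for 1 h at 37 °C, then compound for 1 h at 37 °C. Luminescence was read after 15 min at room temperature.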
aSyn yeast inh = inhibitors of alpha-synuclein toxicity in yeast; Yeast expressing alpha-synuclein, growth rescue, BacTiter-Glo, 24 h; Potency, µM (series often up to 46.1 µM), for the others: at the top dose growth rescue (activation), hits mostly activators; 0.14% of 370,000 active; AID 652106; further: potency means the concentration at half of the fitted maximal effect; % of control where 0% means no effect; nearly all actives have a fitted effect of over 65% in size
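Rescue of yeast growth: cells expressing toxic alpha-synuclein, induced in galactose at OD600 0.02, incubated with compound 24 h at 30 C. ATP luminescence quantified growth; inhibitors of toxicity appear as activators.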
TDP43 rescue = TDP-43 toxicity inhibition in yeast | TDP-43 expressing yeast growth rescue, BacTiter-Glo, 24 h | Potency, µM (highest dose often 46.1 µM), without a hit: at the top dose growth rescue (activation), most hits filed as activators | 1.8% of 410,000 active; further: potency means the concentration at half of the fitted maximal effect; % of control where 0% means no effect; nearly all actives have a fitted effect of over 50% in size
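Luminescence from BacTiter-Glo reports growth of TDP-43-expressing yeast after 24 hr at 30 deg C with compound. Cells were raffinose-pregrown to mid-log, then seeded in galactose medium at OD600=0.02.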
DRD3 antagonist = D3 dopamine receptor (human) antagonism. P35462. D3R cells, DiscoveRx beta-arrestin luminescence, antagonist mode; stronger effect = lower value. max response, negative = inhibition, %. 2.5% of 360,000 active. AID 652054; in the data active means max response below about -50%; inconclusive means no clear call, values can overlap the other calls; further: on the % scale 0 is the no-effect control and ±100 the full control effect; mostly tested at two doses, the higher about 12 µM
Target sequence (P35462 whole entry, looked up): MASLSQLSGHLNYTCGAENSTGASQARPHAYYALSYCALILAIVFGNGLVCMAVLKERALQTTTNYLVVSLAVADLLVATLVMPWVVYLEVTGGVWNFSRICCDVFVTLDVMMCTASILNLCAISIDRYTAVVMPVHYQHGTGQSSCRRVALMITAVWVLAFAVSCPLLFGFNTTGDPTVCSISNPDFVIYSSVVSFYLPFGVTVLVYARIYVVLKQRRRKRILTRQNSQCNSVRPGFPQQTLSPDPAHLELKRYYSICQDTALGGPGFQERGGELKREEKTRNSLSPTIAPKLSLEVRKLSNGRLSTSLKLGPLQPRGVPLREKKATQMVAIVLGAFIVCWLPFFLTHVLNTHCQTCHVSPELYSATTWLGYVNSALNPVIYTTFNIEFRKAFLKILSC
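Cells plated overnight at 1500 cells/well, then exposed to library compounds with dopamine controls for 90 minutes at 37 degrees C. DiscoveRx reagent added for 30–60 minutes at room temperature; luminescence read, quantitative HTS format.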
Abeta yeast res = compounds reversing amyloid beta toxicity in yeast. yeast expressing A-beta42, growth rescue, OD600, 48 h; response scale: 0% DMSO, 100% iron-clioquinol control. Potency, µM (series often up to 46.1 µM), for inactives: top-dose growth rescue, usual class: activators. 0.063% of 410,000 active. AID 1347071; further: potency means the concentration at half of the fitted maximal effect; nearly all actives have a fitted effect of over 55% in size
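Yeast growth medium received pinned compounds, then yeast cells expressing toxic A-beta were added; plates incubated at 30 C for 48 hr. Growth read as absorbance at 600 nm, normalized to DMSO and equimolar FeCl3 plus clioquinol controls.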
FUS suppressor = suppressors of FUS proteinopathy in yeast; S. cerevisiae FUS-expressing, growth rescue, OD600, 24 h; Potency, µM (top dose mostly 76.6 µM), without a hit: at the highest dose growth rescue (activation), actives largely listed as activators; 0.24% of 390,000 active; AID 1347120;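 further: potency means the concentration at half of the fitted maximal effect; plate controls were DMSO vehicle for no effect and reference control for full effect; nearly all actives have a fitted effect of over 55% in size; some results filed as inactive show a strong effect at the top dose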
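FUS-expressing yeast, raffinose-pregrown, induced in 2% galactose minimal medium at OD 0.005; compounds in a dilution series, 24hr at 30C. Growth restoration read as absorbance at 600 nm. CP55940 positive control, DMSO negative.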
GLP-1R inv ag = acts as inverse agonist at human GLP-1 receptor | HEK293 GLP-1R CRE-luciferase, luminescence, 24 h; GLP-1R form is constitutively active | Potency, µM (titrated, usually from 38.3 µM), for inactives: at the top dose activity change, negative = inhibition, actives largely listed as inhibitors | 1.6% of 410,000 active | AID 624417; further: potency means the concentration at half of the fitted maximal effect; on the % scale 0 is the no-effect control and ±100 the full control effect; nearly all actives have a fitted effect of over 55% in size
Target sequence (P43220 whole entry, looked up): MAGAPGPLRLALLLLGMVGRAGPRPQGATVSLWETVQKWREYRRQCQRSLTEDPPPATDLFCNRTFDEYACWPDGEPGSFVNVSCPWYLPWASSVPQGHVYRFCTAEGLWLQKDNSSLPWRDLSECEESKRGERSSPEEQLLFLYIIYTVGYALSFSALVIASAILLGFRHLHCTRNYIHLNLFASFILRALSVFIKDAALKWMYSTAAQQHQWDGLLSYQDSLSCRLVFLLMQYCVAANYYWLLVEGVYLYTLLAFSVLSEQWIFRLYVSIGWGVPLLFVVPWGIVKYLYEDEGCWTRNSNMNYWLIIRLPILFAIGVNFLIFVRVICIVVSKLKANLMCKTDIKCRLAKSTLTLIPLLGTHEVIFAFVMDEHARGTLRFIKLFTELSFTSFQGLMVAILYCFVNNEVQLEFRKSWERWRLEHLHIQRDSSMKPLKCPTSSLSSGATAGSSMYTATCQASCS
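Luminescence readout: a drop in cAMP-driven luciferase signal flags inverse agonism at a constitutively active GLP-1R stably expressed in HEK293. Compound exposure lasted 24 hr at 37 deg C, 5% CO2.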
GLP-1R agonist = agonists of human GLP-1 receptor; P43220; HEK293 GLP-1R CRE-luciferase, luminescence, 4-6 h; cells express a hypersensitive GLP-1R form; Potency, µM (top dose mostly 45.6 µM), inactives show top-dose activation, most hits filed as activators; 0.007% of 380,000 active; further: potency means the concentration at half of the fitted maximal effect; % of control where 0% means no effect
Akt phos inh = blocks phosphorylation of Akt. Neuro2A IGF-stimulated pAkt S473 HTRF, 20 min; stronger effect = lower value. activity change, % for hits at 50 µM. 0.32% of 360,000 active. AID 651550; in the data active means activity change below about -80%; inconclusive means mostly about -51% to -80%; further: on the % scale 0 is the no-effect control and ±100 the full control effect
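Neuro2A cells in DMEM with 0.5% FBS, overnight at 37 deg C, given compound at single 50 µM final, then IGF (6 nM final) for 20 min at 37 deg C. Lysed; phospho-Akt Ser473 by HTRF after 24 h, 665/615 ratio.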
Starred values were filed as active, the others as inactive; i = inactive; u = inconclusive; x = not tested or not shown; & = joins results of further samples; [ ] = dose if it differs, or a comment. Unless noted, the call rests on the fitted dose curve; in most records, active means well fitted curve in the direction sought with a large enough effect; inconclusive means small, poorly fitted or top-dose-only effect, or another doubt; inactive means no such curve, though single readings can be large; an effect the other way counts as inactive or inconclusive. Not all compounds are listed; the hit share may differ from the screen's.

The line under a structure holds: PTHR1 ag	aSyn yeast inh	TDP43 rescue	DRD3 antagonist	Abeta yeast res	FUS suppressor	GLP-1R inv ag	GLP-1R agonist	Akt phos inh
#1 CC(=O)c1cccc(NC(=S)NC(=O)CC(C)C)c1
→ -6%[57.5 µM]	-8%	13%	19	21%	16%	0%	0%	i
#2 CC(=O)Nc1c(C(=O)NCc2ccccc2)nnn1Cc1ccccc1
→ i	-2%	-14%	-56*	6%	15%	-2%	-1%	i
#3 CC1(C)CC(=O)C=C(c2ccc(-c3ccccc3)cc2)C1
→ i	1%	14%	21	0%	-16%	20%	4%	i
#4 CCOC(=O)CNC(=O)c1ccc(C#CC2(O)CCCCC2)cc1
→ 0%	-1%	-11%[9.22 µM]	-1	13%	8%	-24%	10%	i
#5 COc1ccc(C2CC(c3ccc(Cl)cc3Cl)Nc3nc(N)nn32)cc1 (configuration not stated)
→ i	-5%	11%	-5	14%	u	20%	15%	i
#6 Cc1cc(C(=O)N2CCc3ccccc3C2)on1
→ -10%	4%	u	6	9%	-10%	6%	6%	i
#7 O=C(NNc1nc2ccccc2nc1C(F)(F)F)c1ccccc1
→ i	1%	0%	u	0%	-23%	u	-3%	i
#8 CCOc1ccc(C(=O)Nc2c3c(nn2-c2cccc(Cl)c2)CS(=O)C3)cc1 (configuration not stated)
→ -1%[57.5 µM]	6%	-26%	36	-4%	25%	0%	0%	i
#9 Oc1ccc(Cl)c2cccnc12
→ -8%	u	u	-59*	2%	x	10µM*	-2%&8%	i
#10 Cc1cc(C(=O)Nc2ccc(Nc3ccccc3)cc2)ccc1[N+](=O)[O-]
→ -18%	13%	13µM*	10	-3%	-10%	u	5%	i
#11 CCN(CC)CCNC(=O)C(=O)NCC(c1ccc2c(c1)OCO2)N1CCOCC1 (configuration not stated)
→ u	x	10%	x	-28%	-10%	6%	x	x
#12 CSc1ccc(CN(C)C(=O)c2cc(=O)[nH]c3ccccc23)cc1
→ -7%	-4%	-13%	-1	-6%	0%	16%	13%	i
#13 O=S(=O)(c1ccc2oc(=S)[nH]c2c1)N1CCOCC1
→ -13%	-21%	7%	32	8%	x	4%	-14%	i
#14 O=C(NCSc1ccnc(SCNC(=O)c2ccc(F)cc2)n1)c1ccc(F)cc1
→ -43%[inhibitor]	-6%	0%	26	u	-1%	0%	-6%	i
#15 O=C(CCNS(=O)(=O)c1cccc2nsnc12)NCCc1ccccc1
→ i	-16%	-7%	-4	6%	4%	6%	-8%	i
#16 C=CCN1C(=O)C(CC(=O)O)SC1=Nc1ccc(C)cc1 (configuration not stated)
→ -6%	0%	19%	1	-2%	-10%	-1%	0%	i
#17 NC1=NC(=O)C2(COC(c3cccnc3)OC2)S1 (configuration not stated)
→ 5%	5%	-11%	12	-9%	9%	8%	1%	i
#18 C[C@H](N)c1nnc(SCC(N)=O)o1
→ 20%	2%	-9%	-7	-1%	15%	4%	-1%	i
#19 COc1ccc(N2C(=O)N[C@@H](Cc3ccccc3)C2=O)cc1OC
→ -6%	-4%	17%	-26	2%	-32%	6%	-4%	i
#20 CCn1ncc(NC(=S)NCCc2ccccc2)c1C(N)=O
→ i	2%	-20%[0.397 µM]	25	-5%	12%	u	0%	i
#21 CS(=O)(=O)Nc1ccccc1C(=O)N1CCOCC1
→ i	-4%	-7%	-25	-17%	0%	6%	18%	i
#22 Cc1ccc(CCNS(=O)(=O)c2c(C)nc3sc(C)c(C)n3c2=O)cc1
→ -14%	x	15%	x	8%	-6%	7%	x	x
#23 OC(c1ccccc1)c1nc(-c2cccs2)cs1 (configuration not stated)
→ i	0%	u	-4	-16%	27%	-21%	12%	i
#24 CCc1cccc(C)c1NC(=O)CC(C)(C)CC(=O)O
→ -1%	1%	-17%	6	-4%	-5%	32%	-5%	i
#25 COc1cc(C2Nc3ccc4ncccc4c3C3=C2C(=O)CCC3)ccc1O (configuration not stated)
→ -30%	-6%	-10%	u	-4%	4%	4%	16%	i
#26 CCN(C(=O)COC(=O)/C=C/c1ccccc1)C1CCCCC1
→ -19%	-1%	0%[9.22 µM]	6	0%	12%	u	10%	i
#27 O=c1[nH]c(/C=C/c2ccc(Br)cc2)nc2ccccc12
→ -21%	-6%	-4%	-5	-11%	-37%	12%	-2%	i
#28 CCCCOC(=O)c1c(C)oc2ccc(NS(=O)(=O)c3ccc(F)cc3C)cc12
→ -58%[inhibitor]	x	7%	x	28%	31%	u	x	x
#29 CS(=O)(=O)N(CC(=O)N1CCOCC1)c1ccc(Cl)cc1
→ 22%	-4%	-3%	-1	3%	-22%	22%	-3%	i
#30 Cc1ccc2c(CC(=O)NNC(=O)c3ccncc3)coc2c1
→ i	3%	-18%	-12	-8%	31%	-2%	11%	i
#31 O=C(N/N=C\c1cccs1)c1sccc1-n1cccc1
→ -12%	3%	-18%[0.397 µM]	-4	12%	12%	-8%	16%	i
#32 CC(=O)Nc1cccc(NC(=O)c2ccco2)c1
→ i	x	6%	0	7%	-7%	0%	4%	x
#33 COc1cc(C(=O)Nc2cc(C)c(OCC(=O)N3CCOCC3)c(C)c2)cc(OC)c1OC
→ i	-2%	-2%	0	24%	6%	9%	2%	x
#34 CC(C)OC(=O)c1cc2c(ccn2C)n1CC(=O)N(Cc1ccccc1)c1ccccc1
→ -23%	-1%	-3%	5	21%	22%	u	1%	i
#35 Cc1c(C)c2c(OCC(=O)N[C@@H](C(=O)O)c3ccccc3)cc3c(c2oc1=O)CCC(C)(C)O3
→ -21%	-5%	-10%	-19	-21%	0%	0%	-2%	i
#36 COc1cc2[nH]c(=O)n(CCCC(=O)NCCc3ccccc3)c(=O)c2cc1OC
→ -10%	1%	19%	23	15%	13%	30%[activator]	-4%	i
#37 Cc1ccccc1-n1c(SCC(=O)Nc2cccc3ccccc23)nc(O)cc1=O
→ -14%	5%	1%	-1	21%	35%	u	-5%	i
#38 COc1ccccc1OCCSc1nc(-c2ccc(C(C)(C)C)cc2)nc2cc(=O)[nH]n12
→ 0%	x	-4%	x	-12%	7%	u	x	x
#39 CCOc1ccc(/C=C2\SC(=S)N(CCCC(=O)NCCCN3CCOCC3)C2=O)cc1
→ i	13%	-28%	-24	1%	3%	u	2%	i
#40 O=C(Cn1c2ccccc2c2nc3n(c(=O)c21)CCS3)N1CCCC1
→ i	-4%	-5%	1	2%	-9%	22%	-3%	i
#41 CN(CC(=O)Nc1ccccc1Cl)C(=O)c1cc(-c2cccs2)nn1-c1ccccc1
→ -19%	-9%	-1%	-3	-7%	15%	11%	6%	i
#42 CCOc1ccc(-c2c(C(=O)N/N=C(\C)c3cccnc3)nnn2-c2nonc2N)cc1
→ -6%	1%	-2%	7	16%	9%	2%	4%	i
#43 Cc1cccc(N2CCN(C(=O)c3ccc(Nc4nc5ccccc5n5nnnc45)cc3)CC2)c1C
→ -20%	x	15%	x	15%	0%	6%	x	x
#44 O=C(CC[C@H]1O[C@@H](n2cnc3c(NC(=O)c4ccccc4)ncnc32)[C@H](O)[C@@H]1O)NCc1ccc2c(c1)OCO2
→ -2%	2%	16%	0	-22%	-12%	26%	-6%	i
#45 CNC(=S)NCCc1ccccc1
→ i	4%	11%	7	12%	-11%	29%	0%	i
#46 O=C(Nc1ccc(F)cc1Cl)n1ncc2cc(Cl)ccc21
→ i	x	19%[9.22 µM]	x	-1%	-24%	-11%	x	x
#47 Cc1ccc(CNCC(O)(c2ccccc2)c2ccccc2)cc1
→ -12%	2%	17%	13	-1%	-15%	u	-3%	i
#48 CC(C)(C)CN1C(=O)C(=O)NC[C@@H]1Cc1ccc(O)cc1
→ -11%	-11%	9%	-3	1%	-22%	13%	-5%	i
#49 Cc1ccc(C)c(N2CCN(C(=O)c3cc(S(=O)(=O)N4CCCC4)c[nH]3)CC2)c1
→ u	x	-7%	x	-37%	20%	-5%	x	x
#50 COc1ccc(CN2CC(C(=O)NC3CCCCC3)CC2=O)cc1 (configuration not stated)
→ -20%	1%	15%	-17	4%	21%	13%	4%	i
#51 O=C1CC(c2ccc(F)cc2)CC2=C1C(c1ccc([N+](=O)[O-])o1)Nc1ccccc1N2 (configuration not stated)
→ -1%	7%	3%	-8	-16%	u	u	10%	i
#52 COc1ccc(-c2nc3n(c(=O)c2C#N)CCCS3)cc1
→ -9%[57.5 µM]	5%	16µM*	-6	u	39%	23%	6%	i
#53 COc1ccc(-c2cc(NC=O)c3ncc(-c4ccccc4)n3c2)cc1OC
→ -28%	-7%	u	-15	-26%	24%	-18%	19%	i
#54 COc1cc(OC)cc(C(=O)NNC(=S)Nc2ccccc2OC)c1
→ i	-2%	1%	4	25%	11%	12%	3%	i
#55 Cc1nn(-c2ccccc2)c(N2CCCC2)c1/C=N/NC(=O)c1cccc(S(=O)(=O)Nc2ccc(Cl)cc2)c1
→ i	-1%	19%	21	6%	u	u	-6%	i
#56 CCOC(=O)C1CCCN(c2c(NCCCN(C)c3ccccc3)c(=O)c2=O)C1 (configuration not stated)
→ -25%	3%	24%	-3	1%	-9%	1%	9%	i
